Rac1 wt modul – modulators of human Rac1 wildtype GTP binding. GST-Rac1 beads, fluorescent GTP binding, flow cytometry; actives lie on both sides; 0 = cold GTP competed, 100 = untreated. GTP binding activity (% of control), % at 10 µM. 190,000 tested, 0.27% active;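 active = GTP binding activity at least 20 points away from the 100% control level, either lower or higher; inconclusive = compound flagged as likely green fluorescent, judged across all proteins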
Pf gamet viab – P. falciparum stage V gametocyte viability inhibition; P. falciparum stage V gametocytes, ATP luminescence, 24 h; inhibition, % at 10.9 µM; 150,000 tested, 0.065% active; AID 743093;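 active = inhibition above the mean plus 3 SD of compounds within the control limits, set per campaign, cut at about 38% in these data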;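 also: 0% = DMSO wells and 100% = medium only without gametocytes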
Rab7 wt GTP bind – modulators of GTP binding to dog Rab7 wildtype GTPase; GTP binding activity (percent of control), % at 10 µM; 190,000 tested, 0.055% active; GST-Rab7 beads, fluorescent GTP binding, flow cytometry; actives lie on both sides; untreated = 100%, excess cold GTP = 0%;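 active = fluorescent GTP binding to Rab7 beads changed by at least 20 points from the 100% baseline, either direction, mostly lower; inconclusive = compound itself probably fluorescent, or too few beads counted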;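 also: median green fluorescence of bound Bodipy-FL-GTP per Rab7 bead population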
Rac1 act GTP bind – alters GTP binding to activated mutant human Rac1. P63000. GST-Rac1 activated beads, fluorescent GTP binding, flow cytometry; actives lie on both sides; 100% means binding = to untreated wells. percent activity (GTP binding), % at 10 µM. 190,000 tested, 0.11% active;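 active = GTP binding at least 20 percentage points away from the 100% baseline, in either direction, so actives lie on both sides; inconclusive = Compound likely fluorescent itself, or too few beads counted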
Rab2A wt mod – changes GTP binding to wildtype dog Rab2A, up or down. 190,000 tested, 0.19% active. GST-Rab2 wt beads, Bodipy-GTP binding, flow cytometry. GTP binding activity, % at 10 µM. P61105;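 active = GTP binding activity at least 20 points away from 100%, either lowered or raised; inconclusive = signal likely due to the compound's own green fluorescence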;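 also: 0% = beads with excess unlabeled GTP and 100% = no-compound control corrected for plate trend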
HRas wt GTP bind – human HRas wildtype GTP binding, change in either direction; GST-Ras wt beads, Bodipy-FL-GTP binding, flow cytometry; actives lie on both sides; GTP binding activity, % at 10 µM; 190,000 tested, 0.14% active;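 active = GTP binding activity at least 20% away from the 100% baseline, either lowered as inhibitor or raised as activator; inconclusive = flagged as likely green fluorescent, judged across all proteins in the well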;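 also: 0% = unlabeled GTP competition control and 100% = no-compound control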
Target sequence (P01112 whole entry, looked up): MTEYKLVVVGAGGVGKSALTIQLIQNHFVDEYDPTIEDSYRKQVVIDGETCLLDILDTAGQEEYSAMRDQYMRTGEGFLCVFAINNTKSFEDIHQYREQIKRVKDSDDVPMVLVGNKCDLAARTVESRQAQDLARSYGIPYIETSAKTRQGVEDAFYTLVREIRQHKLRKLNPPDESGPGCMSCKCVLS
Cdc42 wt – modulators (inhibitors or activators) of GTP binding to human Cdc42 wildtype; GST-Cdc42 beads, Bodipy-GTP binding, flow cytometry; actives lie on both sides; percent activity (GTP binding), % at 10 µM; 190,000 tested, 0.2% active; AID 761;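 active = percent activity GTP binding at least 20 points away from the 100% baseline, either down as inhibitor or up as activator; inconclusive = compound flagged as likely green fluorescent from well-wide comparison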;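 also: median bead fluorescence of bound Bodipy-FL-GTP at 100 nM; 0% = excess unlabeled GTP control and 100% = no compound control; below 100% means less GTP binding so inhibitor and above means activator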
Target sequence (P60953 whole entry, looked up): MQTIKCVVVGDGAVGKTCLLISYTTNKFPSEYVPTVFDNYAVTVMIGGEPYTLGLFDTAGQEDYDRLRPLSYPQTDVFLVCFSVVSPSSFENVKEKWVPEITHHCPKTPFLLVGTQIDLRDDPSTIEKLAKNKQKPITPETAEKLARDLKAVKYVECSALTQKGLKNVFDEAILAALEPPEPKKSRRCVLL
Mcl1-Noxa inh – disrupts binding of human Mcl-1 to Noxa peptide | Q07820 | inhibition, % at 21.7 µM | 220,000 tested, 1.5% active | TR-FRET Mcl-1/Noxa peptide binding, 2 h;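 active = compounds that cut the protein-peptide binding signal by more than 50% relative to plate controls in a single-dose test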;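 also: His-tagged Mcl-1 with rhodamine Noxa BH3 peptide and terbium anti-His antibody; 0% = Mcl-1 plus Noxa peptide wells and 100% = peptide-only wells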
Target sequence (Q07820 whole entry, looked up): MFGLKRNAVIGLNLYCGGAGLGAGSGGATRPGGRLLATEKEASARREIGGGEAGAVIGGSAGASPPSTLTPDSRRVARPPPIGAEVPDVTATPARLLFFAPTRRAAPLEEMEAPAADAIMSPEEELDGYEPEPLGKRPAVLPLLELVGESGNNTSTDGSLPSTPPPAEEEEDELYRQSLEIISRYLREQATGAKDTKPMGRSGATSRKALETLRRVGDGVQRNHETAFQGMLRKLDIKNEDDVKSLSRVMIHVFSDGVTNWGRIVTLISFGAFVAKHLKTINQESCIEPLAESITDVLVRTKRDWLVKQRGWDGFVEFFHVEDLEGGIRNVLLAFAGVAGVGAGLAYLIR
Avidin fluor – avidin bead compound fluorescence profile. Avidin beads, compound fluorescence 488/530 nm, flow cytometry; hits give high values. fluorescence (KMESF) at 10 µM. 220,000 tested, 0.38% active; in the data active = fluorescence above about 47; also: inactives centre near 10
Mcl1-Bid inh – Mcl-1/Bid interaction inhibition; inhibition, % at 21.7 µM; 220,000 tested, 0.97% active; AID 1021; TR-FRET Mcl-1/Bid-Dy647 peptide binding, 1536-well;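 active = compounds that cut the binding signal by more than half at the single screening dose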;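 also: His-tagged Mcl-1 with europium anti-His antibody binding Bid BH3 peptide; 0% = Mcl-1 plus peptide wells and 100% = peptide-only wells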
GSH fluor – GSH bead compound fluorescence profile; 190,000 tested, 0.25% active; fluorescence (KMESF) at 10 µM; GSH beads flow cytometry, compound fluorescence 488/530 nm; hits give high values; AID 1776; in the data active = fluorescence above about 89;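 also: glutathione beads carrying GST-tagged Bcl family fusion proteins plus one bare bead set; values are compound well signal with DMSO vehicle wells as background; inactives centre near 16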
An asterisk follows results filed as active; ? = inconclusive; . = not tested or not shown.

Molecule,Rac1 wt modul,Pf gamet viab,Rab7 wt GTP bind,Rac1 act GTP bind,Rab2A wt mod,HRas wt GTP bind,Cdc42 wt,Mcl1-Noxa inh,Avidin fluor,Mcl1-Bid inh,GSH fluor
CC1=C(C)CC(C(=O)Nc2nc(-c3ccc(F)cc3)c(C)s2)C(C(=O)O)C1 (stereo not given),102,-10,100,98,101,99,100,17,1,0,8
Cc1ccc(-c2noc(COc3ccc4c(c3)OCO4)n2)cc1,96,.,94,93,92,94,97,-13,22,-7,17
C/C(=N\NC(=O)c1cccc(N/N=C(\C)c2cc(O)ccc2O)c1)c1cc(O)ccc1O,?,-3,?,?,?,?,?,100*,8,-6,15
Cc1cc(C(=O)C(=O)O)c(C)n1-c1ccc(Cl)c(Cl)c1,92,3,100,87,91,91,89,12,11,-1,13
Cc1cc(C(F)(F)F)nn1CC(=O)N1CCOCC1,102,-9,100,100,101,103,103,-3,6,-32,15
Cn1c(N2CCN(C(=O)NCc3ccccc3)CC2)nc2ccccc21,103,8,100,101,105,102,105,5,14,-19,27
CCOC(=O)C1(S(=O)(=O)c2ccc(Cl)cc2)CCN(Cc2ccc(Cl)cc2)CC1,98,-60,100,94,101,100,98,0,8,-31,11
Cc1nc2c(ccc3nc(NC(=O)Cc4ccccc4)sc32)s1,100,.,101,96,100,101,99,7,7,-4,17
CCOC(=O)NN1C(=O)c2ccccc2NC12CCCC2,100,.,108,92,101,99,97,11,9,-43,12
O=C(NS(=O)(=O)c1ccccc1Cl)c1ccc[nH]1,104,.,101,97,99,100,97,19,3,-3,18
Cc1cccc(C(=O)NCCNc2nc3cc(C)c(C)cc3cc2C)c1,98,4,96,94,97,96,97,7,9,17,27
COc1ccc(-n2c(SCC(=O)Nc3ccc(C(=O)O)cc3)nnc2-c2cccs2)cc1,96,.,94,94,98,94,93,22,10,-31,13

Looked up by compound from above (3):
Molecule,Rac1 wt modul,Pf gamet viab,Rab7 wt GTP bind,Rac1 act GTP bind,Rab2A wt mod,HRas wt GTP bind,Cdc42 wt,Mcl1-Noxa inh,Avidin fluor,Mcl1-Bid inh,GSH fluor
Cc1cc(C(F)(F)F)nn1CC(=O)N1CCOCC1,102,-9,100,100,101,103,103,-3,6,-32,15
C/C(=N\NC(=O)c1cccc(N/N=C(\C)c2cc(O)ccc2O)c1)c1cc(O)ccc1O,?,-3,?,?,?,?,?,100*,8,-6,15
Cc1cc(C(=O)C(=O)O)c(C)n1-c1ccc(Cl)c(Cl)c1,92,3,100,87,91,91,89,12,11,-1,13

Next part.
Molecule,Rac1 wt modul,Pf gamet viab,Rab7 wt GTP bind,Rac1 act GTP bind,Rab2A wt mod,HRas wt GTP bind,Cdc42 wt,Mcl1-Noxa inh,Avidin fluor,Mcl1-Bid inh,GSH fluor
CCC(C)(C(=O)NC1CCCC1)N(C(=O)c1ccccn1)c1ccc(C)cc1 (stereo not given),107,.,100,103,99,101,102,12,10,-18,13
COc1ccc(OC)c(S(=O)(=O)n2nnc3cc(Cl)ccc32)c1,96,.,95,94,96,96,98,34,11,38,36
COc1ccc(OCC(=O)N2N=C(C(F)F)CC2(O)C(F)F)cc1 (stereo not given),103,-8,100,99,100,101,96,9,17,1,17
COc1ccccc1C(=O)Nc1ccc(OCc2nnc3c4ccccc4c(C)nn23)cc1,?,.,?,?,?,?,?,-131,14,60*,13
O=c1[nH][nH]c(C(F)(F)F)c1C=NCc1cccs1,104,-57,100,99,106,102,105,6,10,-16,11
COc1ccc(C(C)=O)c2c1OCCO2,103,2,101,99,103,102,102,4,13,3,25
CC1(C)CC(=O)C=C(NCCc2ccc(S(N)(=O)=O)cc2)C1,105,0,97,102,101,101,105,2,9,-43,8
O=C(COc1ccccc1)NNC(=S)NC(=O)c1ccc(Cl)cc1Cl,99,.,97,88,93,96,97,-42,6,-46,19
FC(F)(F)c1ccc(N2CCOCC2)c(Nc2nc3ccccc3n3cnnc23)c1,101,.,97,99,100,101,101,17,8,13,27
CC1=NNC(=O)C1CC(=O)N/N=C(/C)c1cccc([N+](=O)[O-])c1 (stereo not given),99,12,95,93,97,96,98,14,11,-29,8
CCc1ccc(NC(=O)C(=O)NCC2CCCO2)cc1 (stereo not given),103,-23,97,97,101,98,107,8,10,-1,13
COc1ccc(C2C(C#N)=C(N)OC3=C2C(=O)CC(C)(C)C3)c(OC)c1OC (stereo not given),106,13,107,100,107,105,106,-11,13,-84,14
CCOC(=O)C1(CCOc2ccccc2)CCN(Cc2ccc(NC(C)=O)cc2)CC1,98,3,95,97,96,96,98,-7,11,-16,19
COc1ccc(C(c2nnnn2CCc2ccccc2)N2CCN(C3CCCC3)CC2)cc1 (stereo not given),109,.,106,99,103,103,103,14,8,27,10
CCC(C)c1ccccc1NC(=O)C(C)N(C)Cc1cccc(OC)c1 (stereo not given),98,11,98,97,94,94,98,16,10,18,16
Cc1cccc(N/C(N)=N/c2nc3c(c(=O)[nH]2)CCCC3)c1,105,-11,99,101,102,100,102,-13,7,-23,13
N#Cc1ccccc1CSc1nc2ncc(Br)cc2[nH]1,103,.,99,101,101,102,103,0,15,-30,24
O=Cc1ccc(N2CCCCC2)cc1,101,-5,108,97,103,99,104,4,16,-34,12
COCCSc1ccccc1C(=O)N1CCCC(C)C1 (stereo not given),101,-5,102,97,98,100,100,-8,9,-26,17
CCn1c2ccccc2c2cc(NC(=O)CSc3nnc(-c4cccc(OC)c4)n3N)ccc21,98,-8,100,96,98,100,100,20,33,-1,17
CC1=CC(C)(C)N(C(=O)CSc2nnc(-c3ccc(C)cc3)o2)c2ccc(C)cc21,115,-15,103,102,106,107,110,7,9,-24,12
CCOC(=O)c1ccc(-n2cncn2)nc1,94,.,96,93,95,95,96,9,7,8,42
CSc1ccccc1NC(=O)CN(C)C(C)C(=O)Nc1ccc(C#N)cc1 (stereo not given),104,-7,99,98,100,102,104,24,13,0,13
Cc1sc2nc(CSCC(=O)Nc3ccccc3C#N)[nH]c(=O)c2c1C,102,.,99,99,100,102,101,29,24,31,12

Continued.
Structure | Rac1 wt modul | Pf gamet viab | Rab7 wt GTP bind | Rac1 act GTP bind | Rab2A wt mod | HRas wt GTP bind | Cdc42 wt | Mcl1-Noxa inh | Avidin fluor | Mcl1-Bid inh | GSH fluor
CCCc1cc(=O)[nH]c(SCC(=O)N2CCN(S(=O)(=O)c3ccc(C)cc3C)CC2)n1 | 100 | 6 | 92 | 98 | 97 | 98 | 97 | -2 | 15 | -8 | 10
Cc1cc(Cl)ccc1OCc1cn2cccnc2n1 | 94 | 4 | 86 | 98 | 95 | 93 | 97 | 5 | 8 | 1 | 16
CCN1C(=O)CS/C1=C(\C#N)S(=O)(=O)c1ccccc1 | 110 | -11 | 104 | 99 | 106 | 104 | 105 | -3 | 13 | 15 | 34
CC(NC(=O)c1ccc(Br)s1)c1ccncc1 (stereo not given) | 96 | 16 | 108 | 101 | 96 | 98 | 96 | 6 | 10 | -48 | 20
COC(=O)c1ccc(NC(=O)CSc2nnc(C)n2-c2ccccc2)cc1 | 102 | . | 98 | 99 | 102 | 102 | 103 | 0 | 8 | -10 | 24
Cc1ccc(-c2nnn(CC(=O)NC3CCCc4ccccc43)n2)cc1 (stereo not given) | 103 | -16 | 99 | 98 | 98 | 99 | 103 | 4 | 13 | -30 | 36
Cc1ccc(-c2nc3ccccc3[nH]2)cc1NC(=O)/C=C/c1ccco1 | 102 | -20 | 104 | 101 | 102 | 102 | 104 | 41 | 10 | -27 | 25
O=C(Nc1ccc2c(c1)OCO2)C1CCCN(S(=O)(=O)c2cccs2)C1 (stereo not given) | 94 | . | 96 | 91 | 94 | 97 | 91 | 6 | 10 | -22 | 26
NC(=O)c1ccsc1NC(=O)CSc1nnc2ccccn12 | 98 | 22 | 103 | 97 | 99 | 98 | 98 | 43 | 10 | -12 | 13
O=C1NC(c2ccc(-c3ccccc3[N+](=O)[O-])o2)C(C(=O)c2ccccc2)C(O)(C(F)(F)F)N1 (stereo not given) | 105 | . | 101 | 100 | 100 | 100 | 101 | 14 | 8 | -16 | 18
CC(C)OCc1c(C(=O)OC/C(O)=C(\C#N)c2nc3ccccc3[nH]2)oc2ccccc12 | 105 | -5 | 99 | 99 | 98 | 99 | 99 | 9 | 11 | -11 | 16
CC(=O)c1cccc(Nc2ccc(-c3ccccc3F)nn2)c1 | 93 | -3 | 93 | 94 | 93 | 94 | 95 | 19 | 17 | -1 | 9
Cc1cc(C)c(O)c(-c2cc(C(=O)NCc3ccccc3)[nH]n2)c1 | 98 | . | 101 | 96 | 99 | 97 | 99 | 27 | 14 | 3 | 35
CCOC(=O)CCCOC(=O)c1ccc(S(=O)(=O)N(C)C)cc1 | 104 | -18 | 97 | 101 | 105 | 102 | 100 | 2 | 20 | -8 | 23
CC(/C=C/c1ccccc1)=N\NC(=O)c1ccc2c(c1)OCCO2 | 103 | 8 | 102 | 101 | 101 | 102 | 104 | 15 | 2 | -12 | 12
CCC(=NCCc1c(C)[nH]c2ccc(C)cc12)C1=C(O)CC(c2ccccc2)CC1=O (stereo not given) | 105 | -12 | 100 | 100 | 101 | 101 | 102 | 17 | 13 | -27 | 13
O=C(NC1CCCC1)C(=O)N(Cc1cccnc1)C(C(=O)NCC1CCCO1)c1ccco1 (stereo not given) | 103 | . | 106 | 92 | 100 | 98 | 101 | 17 | 12 | -2 | 15
CCC(=O)N1CCc2cc(S(=O)(=O)CCC(=O)NCc3ccco3)ccc21 | 95 | -8 | 95 | 95 | 100 | 92 | 94 | 2 | 8 | -4 | 13
COc1ccc(NC(=O)C2(N(CC(C)C)C(=O)Cn3nnnc3N)CCCCC2)cc1 | 104 | . | 100 | 101 | 99 | 99 | 102 | 9 | 12 | -18 | 79
CCOC(=O)N1CCN(C(=O)c2cn(C)c3ccc(S(=O)(=O)N4CCCC4)cc3c2=O)CC1 | 109 | -12 | 106 | 101 | 108 | 107 | 105 | 10 | 6 | -12 | 44
COC(=O)c1c(CCl)noc1C(=O)NCC1CCCO1 (stereo not given) | 101 | 9 | 100 | 96 | 98 | 98 | 100 | -6 | 24 | -17 | 20
